# AmpC inh detg – qHTS Inhibitors of AmpC Beta-Lactamase (assay with detergent). P00811. AmpC hydrolysis of nitrocefin, absorbance 480 nm, 0.01% Triton. Potency, µM (top dose mostly 114 µM), for the others: at the top dose activity change, negative = inhibition, hits mostly inhibitors. hit rate 0.041% among 370,000;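 further: potency means the concentration at half of the fitted maximal effect; 0% = no-compound wells and -100% = no-enzyme wells; nearly all actives have a fitted effect of over 25% in size; some results filed as inactive show a strong effect at the top dose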
# Target sequence (P00811 whole entry, looked up): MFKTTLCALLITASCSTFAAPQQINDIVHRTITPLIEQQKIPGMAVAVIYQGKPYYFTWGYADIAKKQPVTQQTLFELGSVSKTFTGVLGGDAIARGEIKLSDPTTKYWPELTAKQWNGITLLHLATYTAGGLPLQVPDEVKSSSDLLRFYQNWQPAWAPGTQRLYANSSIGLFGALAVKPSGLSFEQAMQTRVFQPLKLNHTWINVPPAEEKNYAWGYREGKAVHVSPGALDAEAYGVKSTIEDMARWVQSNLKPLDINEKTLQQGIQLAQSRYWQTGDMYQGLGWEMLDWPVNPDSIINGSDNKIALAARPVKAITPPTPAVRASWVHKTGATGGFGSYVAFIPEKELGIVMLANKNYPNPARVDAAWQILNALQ
#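 20 mM phosphate pH 7.0 + 0.01% (detergent screen) or 0.0001% Triton X-100; 5.3 nM AmpC reagent; cpd preinc 15 min RT; nitrocefin (800 uM stock) to start; A480 q20 s × 4 min; Activity was normalised to no-enzyme and no-compound control wells.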
# AmpC inh no detg – qHTS Inhibitors of AmpC Beta-Lactamase (assay without detergent) | hit rate 0.52% among 330,000 | AmpC nitrocefin hydrolysis, absorbance 480 nm, 0.0001% Triton | Potency, µM (titrated, usually from 57.1 µM), for the others: at the highest dose activity change, negative = inhibition, actives largely listed as inhibitors | P00811;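 further: potency means the concentration at half of the fitted maximal effect; plate controls were no compound for no effect and no enzyme for full effect; nearly all actives have a fitted effect of over 20% in size; some results filed as inactive show a strong effect at the top dose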
#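 20 mM phosphate pH 7.0 + 0.01% (detergent screen) or 0.0001% Triton X-100; 5.3 nM AmpC reagent; cpd preinc 15 min RT; nitrocefin (800 uM stock) to start; A480 q20 s × 4 min; Activity was normalised to no-enzyme and no-compound control wells.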
# HCMV antiviral – qHTS Assay for inhibitors of the human cytomegalovirus (HCMV); activity change, negative = inhibition, % at 57.5 µM; hit rate 4.5% among 410,000; HFF cells, HCMV-luciferase reporter, 72 h; hits give low values; in the data active means activity change below about -60%; inconclusive means no clear call, values can overlap the other calls; inactive means above about -39%; further: on the % scale 0 is the no-effect control and ±100 the full control effect
#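 Two compound doses tested in HFFs infected with HCMV-luciferase, MOI 1 PFU/cell, 72 h at 37C. Lysate luminescence read with OneGlo; data normalized against buffer-only and 10uM Salinomycin inhibitor controls.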
# AMA1-RON2 inh – qHTS for Inhibitors of AMA1-RON; Towards Development of Antimalarial Drug Lead: Primary Screen; Plasmodium falciparum AMA1 (3D7) - RON2 peptide interaction; AlphaScreen AMA1-biotinylated RON2 peptide binding; Potency, µM (series often up to 58.2 µM), for the others: top-dose activity change, negative = inhibition, hits mostly inhibitors; hit rate 0.2% among 360,000; AID 720542, 2013;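 further: potency means the concentration at half of the fitted maximal effect; 0% = vehicle wells and -100% = peptide control; nearly all actives have a fitted effect of over 45% in size; some results filed as inactive show a strong effect at the top dose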
#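 AMA1 (3D7) with his tag at 25 nM final met compounds first, then biotinylated RON2 peptide at 25 nM; detection used donor plus acceptor beads, 10 µg/mL apiece, read by AlphaScreen after 30 min at room temperature.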
# FBPA Giardia inh – qHTS Assay for Inhibitors of Fructose-1,6-bisphosphate Aldolase from Giardia Lamblia; AID 2451, 2010; hit rate 0.71% among 290,000; A8B2U2; Potency, µM (doses to about 59.6 µM), for inactives: top-dose activity, negative = inhibition, usual class: inhibitors; purified Giardia FBPA; further: potency means the concentration at half of the fitted maximal effect; on the % scale 0 is the no-effect control and ±100 the full control effect; nearly all actives have a fitted effect of over 55% in size
# Target sequence (A8B2U2 whole entry, looked up): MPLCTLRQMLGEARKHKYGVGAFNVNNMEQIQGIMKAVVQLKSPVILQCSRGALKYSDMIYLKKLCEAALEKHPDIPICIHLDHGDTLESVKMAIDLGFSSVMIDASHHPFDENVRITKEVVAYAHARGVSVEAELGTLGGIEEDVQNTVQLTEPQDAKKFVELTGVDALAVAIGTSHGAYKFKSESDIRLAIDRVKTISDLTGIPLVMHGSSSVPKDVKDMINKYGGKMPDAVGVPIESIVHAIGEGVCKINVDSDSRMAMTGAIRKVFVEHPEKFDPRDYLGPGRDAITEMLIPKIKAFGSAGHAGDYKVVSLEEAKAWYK
#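 40 nM FBPA preincubated 10 min at RT with compound (up to 57.5 uM final), then substrate plus GAPDH/TPI/NAD/arsenate coupling and diaphorase/resazurin added. Fluorescence read after 20 min at RT, 525/598 nm.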
# Shiga toxin inh – A qHTS for Small Molecule Inhibitors of Shiga Toxin; Vero cells, Shiga toxin protein synthesis inhibition reporter; inhibition, % at 38.7 µM; hit rate 9.2% among 290,000; AID 2315, 2010; in the data active means inhibition mostly above about 28%, no sharp cut-off; inactive means mostly below about 43%; further: 0% is about no effect
# CHX counter – Cycloheximide Counterscreen for Small Molecule Inhibitors of Shiga Toxin; AID 2314, 2010; hit rate 12% among 300,000; max response, %; cell reporter, cycloheximide protein synthesis inhibition counterscreen; in the data active means max response mostly above about 13%, no sharp cut-off; inactive means mostly below about 14%; further: read at 38.3 µM for the half of the compounds with a filed dose; 0% is about no effect
# Starred values were filed as active, the others as inactive; ? = inconclusive; nt = not tested or not shown; & = joins results of further samples; [ ] = remark or other dose. Unless noted, the call rests on the fitted dose curve; in most records, active means well fitted curve in the direction sought with a large enough effect; inconclusive means small, poorly fitted or top-dose-only effect, or another doubt; inactive means no such curve, though single readings can be large; an effect the other way counts as inactive or inconclusive.
item	Structure	AmpC inh detg	AmpC inh no detg	HCMV antiviral	AMA1-RON2 inh	FBPA Giardia inh	Shiga toxin inh	CHX counter
1	CS(=O)(=O)c1ccc(Cl)c(NC(=O)Cc2c(F)cccc2Cl)c1	-4%	-15%	4	2%	6%	-11	0
2	CC1(C(=O)OCC(=O)NCc2ccc(Cl)cc2)CC1(Cl)Cl (stereo not given)	nt	-27%	-12	-1%	nt	nt	nt
3	Cc1ccc(-c2cc(C(=O)N3CCN(c4ccc(O)cc4)CC3)c3ccccc3n2)cc1	nt	20%	29	-14%	nt	nt	nt
4	CN(C)CCCNS(=O)(=O)c1cc(Cl)c(Cl)cc1Cl	1%	-7%	?	-2%	0%	-7	4
5	CCOc1ccc(CCNC(=O)Cn2c(=O)oc3ccccc32)cc1OCC	0%	16%	37	-2%	6%	-5	5
6	COc1cccc(NC(=O)CN(C)CC(=O)NCc2ccc3c(c2)OCO3)c1	-1%	-6%	-23	4%	nt	nt	nt
7	COc1ccccc1OC[C@H](O)CO	?	-17%	22	11%	9%	-2	-4
8	CN(C)CCCSc1nc2ccccc2s1	4%	7%	97	-18%	-1%	68*	23*
9	CC(C)c1ccc(NC(=O)c2cc(S(=O)(=O)NCC3COc4ccccc4O3)ccc2F)cc1 (stereo not given)	-12%	-18%	-13	-2%[11.6 µM]	-4%	-13	-2
10	Cc1ccc(CN(Cc2ccco2)C(=S)NCC(=O)O)cc1	-2%	-13%	-32	-7%	9%	-10	0
11	OCCN(Cc1ccccc1)Cc1ccccc1O	?	0%	?	-4%	?	-4	1
12	Cc1ccc(Cc2nnc(SCC(=O)Nc3ccccc3)n(N)c2=O)cc1	-13%	-33%	-23	8%	nt	nt	nt
13	Cc1noc(C)c1S(=O)(=O)N(CC(=O)N1CCCCCC1)c1ccc(C(C)C)cc1	3%	-5%	?	-5%	17%	12	7
14	c1ccc(C(c2nnnn2C2CCCCC2)N2CCc3ccccc3C2)nc1 (stereo not given)	-9%	-10%	nt	-18%	?	32	-2
15	CCOc1ccc(C(=O)N[C@H](C(=O)Nc2cccc(S(=O)(=O)N3CCCCC3)c2)C(C)C)cc1	-11%	-21%	-38	7%	-1%	-8	-3
16	CC(C(=O)NCC1CCCO1)c1ccc([N+](=O)[O-])cc1 (stereo not given)	-1%	-16%	-20	5%	5%	-14	-2
17	COC(=O)c1ccccc1S(=O)(=O)N1CCC(C(=O)OCC(=O)NCC(F)(F)F)CC1	1%	-1%	18	0%	7%	10	-1
18	C/C(=N\NC(=O)c1ccc(O)cc1)c1ccc2c(c1)OCCO2	-10%	-13%	2	11%	nt	nt	nt
19	Fc1ccccc1-c1nc2nc3ccccc3nc2n1CC1CCCO1 (stereo not given)	1%	10%	11	0%	-1%	23	14
20	CCC12C=CCN3CCC4(c5cc(Br)c(OC)cc5N(C)C4C(O)(C(=O)OC)C1OC(C)=O)C32 (stereo not given)	6%	240%[activator]	6	-5%	-10%	6	-3
21	CSc1ccccc1C(=O)NCCSc1ccccc1	-12%	-21%	29	5%	6%	27	29*
22	COc1cccc(NC2CC(=O)N(CCc3ccccc3)C2=O)c1 (stereo not given)	2%	-27%	13	-6%	0%	-9	-4
23	COc1ccccc1CNC(=O)CSc1cc(=O)n(C)c2ccccc12	1%&1%	-9%	-40&5	-2%	0%	-2	-4
24	O=C(c1sccc1-n1cccc1)N1CCCC1	5%	-8%	-19	-2%	0%	-1	-2

# Nos. 6 to 14 from above:
item	Structure	AmpC inh detg	AmpC inh no detg	HCMV antiviral	AMA1-RON2 inh	FBPA Giardia inh	Shiga toxin inh	CHX counter
6	COc1cccc(NC(=O)CN(C)CC(=O)NCc2ccc3c(c2)OCO3)c1	-1%	-6%	-23	4%	nt	nt	nt
7	COc1ccccc1OC[C@H](O)CO	?	-17%	22	11%	9%	-2	-4
8	CN(C)CCCSc1nc2ccccc2s1	4%	7%	97	-18%	-1%	68*	23*
9	CC(C)c1ccc(NC(=O)c2cc(S(=O)(=O)NCC3COc4ccccc4O3)ccc2F)cc1 (stereo not given)	-12%	-18%	-13	-2%[11.6 µM]	-4%	-13	-2
10	Cc1ccc(CN(Cc2ccco2)C(=S)NCC(=O)O)cc1	-2%	-13%	-32	-7%	9%	-10	0
11	OCCN(Cc1ccccc1)Cc1ccccc1O	?	0%	?	-4%	?	-4	1
12	Cc1ccc(Cc2nnc(SCC(=O)Nc3ccccc3)n(N)c2=O)cc1	-13%	-33%	-23	8%	nt	nt	nt
13	Cc1noc(C)c1S(=O)(=O)N(CC(=O)N1CCCCCC1)c1ccc(C(C)C)cc1	3%	-5%	?	-5%	17%	12	7
14	c1ccc(C(c2nnnn2C2CCCCC2)N2CCc3ccccc3C2)nc1 (stereo not given)	-9%	-10%	nt	-18%	?	32	-2

# (cont.)
item	Structure	AmpC inh detg	AmpC inh no detg	HCMV antiviral	AMA1-RON2 inh	FBPA Giardia inh	Shiga toxin inh	CHX counter
25	O=C(C(F)C(F)(F)F)N1CCN(c2ccccc2)CC1 (stereo not given)	-14%	-5%	-17	-6%	10%	-7	15
26	CC1=CC(C)C(CN(CCC[N+](C)(C)C)C(=O)Nc2ccccc2)C(C)C1 (stereo not given)	4%	58%	4	-10%	2%	16	8
27	NC(Cc1ccccc1)c1nc2ccccc2[nH]1 (stereo not given)	-11%	28%	51	12%	10%	48*	18*
28	O=C(CCSCc1ccc(Cl)cc1)NC1CCCC1	-4%	-20%	-102*	21%	4%	-9	-2
29	Cc1ccccc1N1CCN(C2=NC(=O)/C(=C\c3cccs3)S2)CC1	1%	0%	54	-12%	-9%	104*	78*
30	COc1ccc2c(c1)OC[C@H]1[C@H]2N2C(=O)CN(Cc3ccc(C)cc3)C(=O)[C@@]2(C)[C@H]1c1ccccc1	5%	54%	-12	-2%	nt	nt	nt
31	COc1ccc(N2C(=O)CCC(C(=O)NCc3cccnc3)C2c2ccc(OC)c(OC)c2)cc1 (stereo not given)	-5%	4%	-3	3%	1%	-8	4
32	O=C(OCC(=O)N1CCOCC1)c1ccc(Cl)cc1[N+](=O)[O-]	?	0%	?	11%	-6%	47*	24*
33	Cc1nnc(SCCOc2ccccc2)s1	-3%	-15%	13	1%	1%	36	26*
34	Cc1cc(C)n(CCOc2ccc(Br)cc2)n1	-8%	47%	12	6%	0%	-5	-1
35	Cc1cc(C)c(S(=O)(=O)c2ccc(F)cc2C)c(=O)[nH]1	10%	-1%	17	-6%	-8%	4	0
36	CCCc1nnc(SCc2ccc(OCC)cc2)n1N	?	6%	11	5%	4%	-10	0
37	COc1ccc(C)cc1-n1nnnc1SCC(=O)NC1CCCC1	?	-2%	-14	-12%	nt	nt	nt
38	COc1ccccc1CNC(=O)COC(=O)/C=C/c1ccc2ccccc2n1	nt	-9%	-62*	4%	nt	nt	nt
39	COC(CNC(=O)c1ccc(N2CCCC2=O)cc1)OC	-9%	1%	8	?	2%	-14	7
40	CC1=CC(C/C(C)=C/COc2ccc3ccc(=O)oc3c2)OC1=O (stereo not given)	3%	-24%	-2	17%	-18%	24*	16*
41	CC1CCC(NC(=O)C2CCN(c3nc4ccccc4s3)CC2)CC1 (stereo not given)	-3%	3%	11	-5%	nt	-1	11
42	COC(=O)CSc1nnc(CNc2ccc(Cl)cc2)n1Cc1ccccc1	-18%	108%[activator]	-23	0%	1%	7	-3
43	Cc1ccc(C(=O)Nc2cnc3ccccn3c2=O)cc1	4%&-10%	5%	100&73	8%	-2%	103*	41*
44	CCOC(=O)c1sc(/N=C/c2c(O)ccc3ccccc23)cc1C	-6%	-19%	?	-13%	-27%	-4	-2
45	COc1cc(/C=C/C(=O)O)cc(S(=O)(=O)Nc2ccc(S(=O)(=O)N3CCCCC3)cc2)c1OC	-8%	-18%	-25	-21%	nt	nt	nt
46	O=C(Cn1ccc(C(F)(F)F)n1)N/N=C/c1cccs1	-9%	-20%	-19	1%	1%	-5	-2
47	CN1CCN(C(=O)COc2ccc(S(=O)(=O)NCc3ccccc3)cc2Cl)CC1	-7%	33%	11	0%	11%	-19	-2
48	O=C(CN1C(=O)CN=C(c2ccccc2)c2ccccc21)NCc1ccco1	3%	14%	-39	-10%	22%	44*	7
49	CC1CCCCN1S(=O)(=O)c1ccc(S(=O)(=O)N2CCN(c3ccccc3)CC2)cc1 (stereo not given)	-2%	170%[activator]	3	17%	-1%	-18	-7
50	C=CCNC(=S)Nc1ccc(C(N)=O)cc1	?	-15%	-20	-12%	-13%	-7	-2
51	Cc1ccc(C)c(OCCC(=O)NNC(=O)c2ccccc2)c1	-10%	-12%	-13	57%[activator]	nt	nt	nt
52	O=C(Nc1ccc(F)cc1)c1ccccc1NC(=O)C1CC=CCC1C(=O)O (stereo not given)	-1%	-28%	31	-2%	nt	29	25
53	COc1cc(-c2nnc(SCc3c(F)cccc3Cl)o2)cc(OC)c1OC	-9%	102%[activator]	nt	11%	-1%	11	9
54	Cc1cc(NC(=O)c2cccnc2)ccc1NC(=O)c1ccco1	?	-15%	-13	-10%	6%	-9	3
55	O=C1C(=O)N(CCN2CCOCC2)C(c2ccc(F)cc2)/C1=C(/O)c1ccc(S(=O)(=O)N2CCOCC2)cc1 (stereo not given)	5%	11%	-18	20%	-2%	-7	1
56	COc1ccc([N+](=O)[O-])cc1NC(=O)C1CCCO1 (stereo not given)	6%	-29%	4	-25%	2%	18	-2
57	Cc1nn(-c2ccc(N3CCOCC3)nn2)c(C)c1CCC(=O)NCc1ccc(F)cc1	5%&0%	19%	1&33	-9%	-8%	-5	-4
58	Cc1ccc2ccccc2c1COC(=O)c1nonc1N	-8%	-25%	-31	-6%	5%	-12	-2
59	Cn1cccc1C(C(=O)NC1CCCCC1)N(C(=O)Cc1cccs1)c1ccc2c(c1)OCO2 (stereo not given)	-11%	-4%	-1	5%	4%	15	-3
60	CC(C(=O)Nc1ccccc1F)N1CCN(C)CC1 (stereo not given)	1%	-5%	nt	nt	16µM*	7	-5
61	CCNc1nc(SCCOc2ccc(Cl)cc2Cl)nc(N(C)C)n1	-1%	-3%	-23	11%	0%	50	10
62	CS(=O)(=O)c1nc(S(=O)(=O)c2ccc(Cl)cc2)c(N2CCC(C(N)=O)CC2)s1	0%	4%	?	-1%	nt	-4	-1

# Screening data from PubChem BioAssay.

# Compounds as they come (roughly 16% active in at least one column).
